# Source: PubChem (several laboratories)
# Ins promoter up – insulin promoter activators in MIN6 cells, imaging, high-content screening, mouse beta cells. MIN6 insulin promoter-GFP reporter; stronger effect = higher value. z-score at 5 µM. 190,000 tested, 0.3% active. AID 1625, 2009;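 active means z-score above 3 at 5 µM with at least 500 cells counted in the well; inconclusive means wells under 500 cells, flagged as cytotoxic or low count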
# Yfh1-off respiration – enhancers of respiration in Yfh1-depleted yeast, dose response, Friedreich's ataxia, plus single-dose screen (AID 1465); fold induction at 50 µM, or EC50 in µM where a hit was titrated; 220,000 tested, 0.074% active; S. cerevisiae Yfh1-off respiration, WST-1 reduction, 72 h; higher fold induction means a stronger effect;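 active means fold induction of absorbance versus untreated yeast above a set limit, then at least 30% activation at any dose in follow-up; inconclusive means repeats straddling the limit, or above it without dose testing; inactive means fold induction below the set limit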;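 further: activators that raise dye reduction in frataxin-depleted yeast; strong numbers were not always called active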
# Autophagy HCS – autophagy modulators in MEF cells, primary screen, imaging, high-content, MEF GFP-LC3; MEF GFP-LC3 puncta imaging; test concentration mostly 10 µM; calls only at 10 µM (by protocol); 190,000 tested, 0.98% active; AID 463193, 2010;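 active means percentage of spot-positive cells more than 3 SD above its plate mean, without a fluorescence outlier flag or 80% toxicity; inconclusive means no clear call, values can overlap the other calls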;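 further: spot-positive cell cutoff set from DMSO-treated cells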
# MT stabilizer – microtubule stabilizers in HeLa cells, primary screen, imaging, high-content imaging | HeLa tubulin immunostaining HCS, 24 h; share of cells brighter than vehicle mean+2SD | % tubulin-high responders, % at 10 µM | 200,000 tested, 0.83% active;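 active means plate Z-score above 3 for both tubulin-high and condensed-nucleus cell shares, with cell loss under 80%, at 10 µM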;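 further: anti alpha tubulin signal scored within the nucleus-defined area of each cell; some results filed as inactive read as strong as hits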
# Dynein transport – inhibitors of GR-EGFP nuclear translocation, primary screen, dynein cargo transport inhibitor project, imaging, high-content, 3617.4 mouse cells; z-score, hits read low; 220,000 tested, 0.47% active; AID 1381, 2008; test concentration mostly 20 µM; stimulated with dexamethasone, 1 µM; stronger effect = lower value;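 active means plate z-score of nuclear minus cytoplasmic receptor signal below a set negative limit, without overly bright fluorescence or cell loss, cut at about -3.5 in these data, passing the limit was not always enough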;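 further: z-score of nuclear minus cytoplasmic ring GR-EGFP intensity difference per well; some compounds called inactive have numbers as strong as hits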
#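 Buffer or medium: tet-free, stripped-serum medium; Also added: dexamethasone, 1.0 µM final; Technique: high-content fluorescence imaging after fixation; Times: 48 h induction, 1 h compound, 30 min dex at 37 °C; Read-out: per-cell GR-EGFP intensity, nucleus versus surrounding cytoplasmic ring, well-averaged.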
# b-catenin transl – modulators of beta-catenin nuclear translocation, primary screen, imaging, HeLa cells, immunofluorescence, high-content | nuclear translocation activity, % at 5 µM | 190,000 tested, 0.3% active | AID 1665, 2009;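 active means nuclear translocation activity above 50% at 5 µM, with a well cell count of 50 or more; inconclusive means wells under 50 cells across six images, flagged as toxic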;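 further: per-cell ratio of nuclear to cytoplasmic median beta-catenin stain intensity; plate controls were DMSO negative control for no effect and GSK-3 inhibitor IX positive control for full effect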
#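 Test system: human HeLa cells, native beta-catenin. Compound dosing: 5 µM primary single dose, 0.1% DMSO, 0.02–20 µM confirmation series. Incubation: compound exposure 24 h at 37°C. Detection: beta-catenin immunostaining with DAPI counterstain, 20x imaging, 6 fields/well. Read-out basis: Nuclear/cytoplasmic beta-catenin signal ratio, % activation.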
# WT yeast gro inh – growth inhibition of WT strain, primary screen, mitochondrial fusion inhibitor project, WT and mutant strains, chemical genetic | inhibition, % at 10 µM | AID 1362, 2008 | mitochondrial fusion phenotypic screen | 190,000 tested, 2.1% active; in the data active means inhibition above about 58%; tested in S. cerevisiae
# human PMI inhibition – inhibitors of human PMI, primary screen, biochemical, fluorescence intensity, coupled assay (AID 1209); Mannose-6-phosphate isomerase (Homo sapiens); purified PMI enzyme, coupled fluorescence intensity; higher % means a stronger effect; one-dose inhibition, % at 20 µM; IC50 in µM for titrated hits; 190,000 tested, 0.42% active;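 further: plate controls were DMSO vehicle for no effect and wells lacking substrate for full effect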
# PMI inhibition – human PMI inhibitors, high substrate, primary screen, biochemical, fluorescence intensity, high mannose 6-phosphate (AID 1220). recombinant PMI enzyme, coupled fluorescence intensity; higher % means a stronger effect. one-dose inhibition, % at 20 µM; IC50 in µM for titrated hits. 190,000 tested, 0.66% active
# WT yeast gro inh mutant strain – second read-out of WT yeast gro inh, no call of its own (marks repeat the call); inhibition, %; mitochondrial fusion phenotypic screen, mutant strain inhibition
# Dynein transport cytoplasmic EGFP – second read-out of Dynein transport, no call of its own (marks repeat the call); z-score; measured here: cytoplasmic GR-EGFP intensity; stronger effect = higher value
# Dynein transport nuclear GR-EGFP – also measured in Dynein transport; calls as there; z-score; measured here: nuclear GR-EGFP intensity;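 lower value marks the stronger effect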
# Dynein transport cell count – also measured in Dynein transport; calls as there; z-score; measured here: cell count per field
# Ins promoter up cell count – recorded beside Ins promoter up, whose call it bears; cell count; measured here: cytotoxicity, nuclei count;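 total cells summed across four imaged fields per well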
# b-catenin transl cell count 5 µM – recorded beside b-catenin transl, whose call it bears; cell count; measured here: cell count, cytotoxicity flag
# MT stabilizer Hoechst-high % – second read-out of MT stabilizer, no call of its own (marks repeat the call); % Hoechst-high responders; measured here: nuclear condensation Hoechst responders;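 share of cells brighter than vehicle mean plus two SD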
# MT stabilizer cytotoxicity % – second read-out of MT stabilizer, no call of its own (marks repeat the call); toxicity, %; measured here: cytotoxicity by cell density;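 0% = mean cell density of plate MIN control wells and 100% = no cells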
# Autophagy HCS cell loss 18 h – second read-out of Autophagy HCS, no call of its own (marks repeat the call); toxicity, %; measured here: cell loss, nuclei count;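 cell loss after 18 h compound exposure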
# * marks the source's active call; other numbers are inactive results; i = inactive; ? = inconclusive; · = not tested or not shown. Unless noted, no stated cut-off is given here; in the data, active means inhibition above about 50%; inactive means the rest.
SMILES,Ins promoter up,Ins promoter up cell count,Yfh1-off respiration,Autophagy HCS,Autophagy HCS cell loss 18 h,MT stabilizer,MT stabilizer Hoechst-high %,MT stabilizer cytotoxicity %,Dynein transport,Dynein transport cytoplasmic EGFP,Dynein transport nuclear GR-EGFP,Dynein transport cell count,b-catenin transl,b-catenin transl cell count 5 µM,WT yeast gro inh,WT yeast gro inh mutant strain,human PMI inhibition,PMI inhibition
CC1CCCC(C)N1C(=O)CSCc1ccc(Cl)cc1 (stereo unspecified),-0.11,858,i,i,8,2.9,2.2,9.4,-0.01,-0.23,0.14,-0.83,-0.9,1197,8,1,0%,-1%
O=C(c1cnsn1)N1CCN(c2ccccc2)CC1,1.4,1192,·,i,0,3.2,1.8,7.5,-0.067,-0.071,0.49,-2,-2.8,1198,7,6,12%,9%
COc1ccc(CCNC(=O)C2CC(c3cc(C(F)(F)F)cc(C(F)(F)F)c3)=NO2)cc1 (stereo unspecified),-0.53,632,i,·,·,·,·,·,0.76,-0.79,0.44,-0.049,-0.4,976,·,·,·,·
CC(C)(C)NC(=O)Cn1c(SCC(=O)NCc2cccs2)nc2ccccc21,1.1,1266,i,i,-7,5.9,3.6,8.3,0.56,-0.29,0.72,-0.96,-3.5,893,6,16,-2%,0%
O=C(CN(c1ccccc1)S(=O)(=O)c1ccc(F)cc1)NC1CCS(=O)(=O)C1 (stereo unspecified),-0.15,1658,i,i,-4,3.3,2.3,7.7,-0.52,-0.23,-0.48,0.59,-1.8,1027,-10,-13,5%,6%
Cc1nc(-c2ccc(S(=O)(=O)Nc3cccc(S(N)(=O)=O)c3)s2)cs1,0.07,1065,i,·,·,·,·,·,-0.68,-0.24,-0.032,0.74,1.1,1281,·,·,·,·
Nc1nc(SCC(=O)NC2CCCC2)[nH]c(=O)c1-c1ccccc1,-0.35,899,i,i,3,2.5,2.1,9.7,-0.6,-0.26,0.046,0.88,·,·,2,10,-13%,-9%
COCCn1c(=O)[nH]c2cc(C(=O)NCCCN3CCN(c4ccc(F)cc4)CC3)ccc2c1=O,0.06,1461,i,i,-1,3.1,1.1,4.6,-0.21,-0.12,0.023,-0.19,-1.1,1367,8,-10,-15%,-12%
CC(C)(C)c1cc(CNC2CS(=O)(=O)C[C@@H]2O)cc(C(C)(C)C)c1O (stereo partly specified),-1.4,1333,i,i,-3,2.4,1.8,5.6,-0.29,-0.2,-0.3,0.66,-7.0,1021,-11,-1,7%,10%
O=c1c2ccccc2cnn1Cc1n[nH]c(=S)n1-c1ccc(Cl)cc1,0.04,1271,i,i,2,2.5,2.0,2.0,-1.2,-0.27,-0.46,1.7,-0.2,946,-4,16,2%,-8%
NS(=O)(=O)c1ccc(NC2(C(=O)O)CCCC2)cc1,-0.05,1419,i,·,·,·,·,·,0.27,-0.17,0.15,0.57,4.0,941,·,·,·,·
COc1ccc2c(c1)OC/C(=C/c1cccs1)C2=O,-0.65,1391,i,i,11,2.2,2.3,4.9,0.35,-0.2,0.36,0.17,1.9,988,8,-1,14%,12%
CSc1nc(Oc2ccc(F)cc2)c2ccccc2n1,0.01,1498,i,i,12,0.5,1.9,8.2,2.1,-0.076,1.5,-1.6,-0.1,1417,-1,7,3%,-4%
CCCCn1c2c(c(=O)n(C)c1=O)C(c1ccc(OC)cc1)N1CCCCCC1=N2 (stereo unspecified),-0.21,1311,i,i,5,2.3,1.3,4.1,-1.1,-0.22,-0.45,1.4,2.8,1418,12,-9,21%,18%
CCn1c2ccccc2c2cc(NC(=O)C3CCN(S(=O)(=O)c4cccs4)CC3)ccc21,0.08,858,i,·,·,·,·,·,·,·,·,·,-0.6,1173,11,-5,-13%,-8%

# Two compounds picked at random from the list so far:
SMILES,Ins promoter up,Ins promoter up cell count,Yfh1-off respiration,Autophagy HCS,Autophagy HCS cell loss 18 h,MT stabilizer,MT stabilizer Hoechst-high %,MT stabilizer cytotoxicity %,Dynein transport,Dynein transport cytoplasmic EGFP,Dynein transport nuclear GR-EGFP,Dynein transport cell count,b-catenin transl,b-catenin transl cell count 5 µM,WT yeast gro inh,WT yeast gro inh mutant strain,human PMI inhibition,PMI inhibition
NS(=O)(=O)c1ccc(NC2(C(=O)O)CCCC2)cc1,-0.05,1419,i,·,·,·,·,·,0.27,-0.17,0.15,0.57,4.0,941,·,·,·,·
CCCCn1c2c(c(=O)n(C)c1=O)C(c1ccc(OC)cc1)N1CCCCCC1=N2 (stereo unspecified),-0.21,1311,i,i,5,2.3,1.3,4.1,-1.1,-0.22,-0.45,1.4,2.8,1418,12,-9,21%,18%

# The list continues:
SMILES,Ins promoter up,Ins promoter up cell count,Yfh1-off respiration,Autophagy HCS,Autophagy HCS cell loss 18 h,MT stabilizer,MT stabilizer Hoechst-high %,MT stabilizer cytotoxicity %,Dynein transport,Dynein transport cytoplasmic EGFP,Dynein transport nuclear GR-EGFP,Dynein transport cell count,b-catenin transl,b-catenin transl cell count 5 µM,WT yeast gro inh,WT yeast gro inh mutant strain,human PMI inhibition,PMI inhibition
Cc1nc(N2CCC(C)CC2)c2nnn(Cc3ccccc3)c2n1,-1.1,713,i,i,28,3.8,4.1,9.6,0.093,-0.26,0.056,0.5,0.3,1093,56,19,-8%,-8%
O=C1S/C(=C\c2ccc(O)c([N+](=O)[O-])c2)C(=O)N1Cc1cccc([N+](=O)[O-])c1,0.61,1387,i,i,0,3.8,2.1,8.7,-0.95,-0.17,-0.39,1.1,-0.5,914,86*,67*,-1%,12%
COc1ccc(OC)c(S(=O)(=O)Nc2ccc(Oc3ccccc3)cc2)c1,?,·,i,i,10,3.2,2.6,9.7,-0.24,-0.45,0.025,0.3,0.1,1390,63*,2.8*,21%,17%
CC1(C)CC(=O)C=C(N2CCNCC2)C1,-0.33,1264,i,i,-10,2.4,2.1,10,0.029,-0.2,0.18,0.2,-5.4,1000,-2,-2,-2%,4%
Cc1ccc(CNc2ncnc(N)c2[N+](=O)[O-])cc1,-0.61,1572,i,i,-34,1.9,0.8,3.2,-0.33,-0.31,-0.17,0.56,-0.8,1085,4,8,-8%,-5%
O=C(CNC(=O)c1ccc(Cl)cc1)OC1CCOC1=O (stereo unspecified),-0.01,1658,i,i,6,2.7,1.8,1.7,-0.72,-0.21,-0.39,0.5,-0.6,1038,0,-12,-10%,-9%
O=C(Cc1ccccc1)Nc1ccc(CN2CCOCC2)cc1,0.44,1184,i,i,6,2.9,1.6,4.1,-0.29,0.11,0.0079,-1.4,·,·,-9,1,-7%,-13%
O=S(=O)(Cc1ccccc1)N1CCCC1,0.29,1128,i,i,-39,4.7,1.5,3.7,0.083,-0.43,-0.29,0.89,-4.8,1020,9,5,10%,12%
CC(=O)c1cc2c(cc1NC(=O)Nc1cccc(Cl)c1)OCCO2,-0.2,1302,i,i,3,3.3,2.3,6.3,-0.97,-0.29,-0.46,0.83,·,·,15,-35,-1%,-16%
O=C(CCC1CCCN(C(=O)C2=CCCCC2)C1)N1CCN(c2ccccn2)CC1 (stereo unspecified),0.83,1290,i,i,-24,3.2,2.1,7.4,0.59,-0.12,0.44,-0.035,-0.5,1148,-1,-2,13%,10%
CNS(=O)(=O)c1cccc(C(=O)OCC(=O)c2cc(C)n(-c3ccc4c(c3)OCO4)c2C)c1,0.86,790,i,i,-16,2.8,1.3,0.1,0.11,-0.26,0.51,0.89,-0.7,1060,25,-24,30%,19%
CCOC(=O)C1(CC2CCCCO2)CCN(C(=O)Nc2ccc(C(=O)OC)cc2)CC1 (stereo unspecified),·,·,i,i,26,2.8,2.2,7.9,-0.023,0.48,0.4,0.64,-0.6,1080,-4,1,13%,9%
COc1ccc2[nH]c(=O)c(CN(Cc3cccs3)C(=S)Nc3cccc(C)c3)cc2c1,0.49,1368,i,i,-2,2.6,1.9,13,-0.017,-0.24,0.29,-0.17,3.1,1016,30,15,-1%,5%
CCOc1cc(N2CCOCC2)c(OCC)cc1NC(=O)COc1ncnc2ccc(Br)cc12,-0.39,842,i,i,-5,3.4,2.3,4.3,1.8,-0.21,1.1,-1.1,·,·,-2,-13,19%,16%
CCOc1ccc(S(=O)(=O)N(C)c2ccc(OCC(=O)NCc3ccc(C(=O)OC)cc3)cc2)cc1,·,·,i,i,8,3.0,1.2,6.9,-0.5,-0.27,-0.35,0.72,-0.5,1127,4,2,-4%,10%
CC(=O)Nc1ccc(C(=O)N/N=C/c2ccc(F)cc2)cc1,1.4,1239,i,i,-3,1.4,1.6,4.5,-0.39,-0.095,-0.5,-0.039,-0.7,1084,-6,14,8%,8%
CCCn1c(=N)c(C#N)cc2c(=O)n3cccc(C)c3nc21,0.02,1043,i,i,8,2.2,2.5,13,-0.93,-0.2,-0.66,0.14,0.1,1544,-15,-5,·,·
O=C(CCn1nnc2ccccc21)Nc1nnc(Cc2ccccc2)s1,0.1,1870,·,i,13,6.2,2.1,1.0,1.2,-0.14,0.52,-0.88,-5.0,1074,67*,0.2*,-23%,-28%
CC(C)=C1C(=O)NN(c2cccc(Cl)c2)C1=O,-0.13,1445,i,i,-3,4.9,0.8,6.7,-0.33,-0.03,-0.16,0.61,-1.9,807,-4,6,-2%,-16%
O=C(CSc1nc(-c2ccc(F)cc2)cs1)N1CCc2ccccc21,-0.28,1391,i,i,0,1.7,2.3,8.7,0.39,-0.19,0.18,-0.75,-1.5,1415,-8,-8,1%,5%
